Bioassay records (PubChem BioAssay)
PolyA inhibitor: yeast polyadenylation inhibition; S. cerevisiae SKY197-pL101 polyadenylation reporter, beta-gal luminescence; efflux-impaired pdr1/pdr3 knockout yeast; score 100 = 6 SD above DMSO; calls only at 12 µM; hit rate 0.02% among 300,000; AID 1875;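 active means lowest replicate activity score at least 50, where 100 means six control SD above control mean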;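 further: yeast exposed to compound for 9 h at 30 °C; higher score means more reporter readthrough which indicates perturbed polyadenylation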
GSK3A inh: inhibitors of human GSK-3 alpha kinase; P49840; inhibition, % at 10 µM; ADP-Glo luminescence, 60 min; AID 2650; hit rate 0.1% among 320,000;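 in the data active means inhibition above about 50%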;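 further: GST-tagged GSK-3 alpha with peptide substrate and 25 µM ATP; 0% = DMSO neutral wells and 100% = GW8510 positive control wells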
Target sequence (P49840 whole entry, looked up): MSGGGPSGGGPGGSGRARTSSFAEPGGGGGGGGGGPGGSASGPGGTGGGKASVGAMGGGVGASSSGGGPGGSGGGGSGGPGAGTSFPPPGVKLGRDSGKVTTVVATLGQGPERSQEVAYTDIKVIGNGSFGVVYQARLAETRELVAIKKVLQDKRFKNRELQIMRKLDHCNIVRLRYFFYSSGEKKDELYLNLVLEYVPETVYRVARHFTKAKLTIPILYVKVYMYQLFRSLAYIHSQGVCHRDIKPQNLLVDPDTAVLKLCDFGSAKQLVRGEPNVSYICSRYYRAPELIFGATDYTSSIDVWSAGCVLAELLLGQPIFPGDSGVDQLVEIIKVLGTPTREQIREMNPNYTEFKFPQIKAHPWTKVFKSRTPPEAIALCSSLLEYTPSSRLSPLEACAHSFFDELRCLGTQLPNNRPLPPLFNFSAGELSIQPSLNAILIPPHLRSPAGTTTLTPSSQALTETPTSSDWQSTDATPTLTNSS
GSK3B inh: human GSK3beta kinase inhibition; P49841; GST-GSK3beta kinase, ADP-Glo luminescence, 60 min; active compounds read low; activity score (negative = inhibition), % at 10 µM; hit rate 0.038% among 300,000;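 active means more than half of replicate wells score below -50%, meaning over 50% inhibition versus plate controls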;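 further: 0% = median DMSO wells and -100% = median GW8510 positive control wells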
Target sequence (P49841 whole entry, looked up): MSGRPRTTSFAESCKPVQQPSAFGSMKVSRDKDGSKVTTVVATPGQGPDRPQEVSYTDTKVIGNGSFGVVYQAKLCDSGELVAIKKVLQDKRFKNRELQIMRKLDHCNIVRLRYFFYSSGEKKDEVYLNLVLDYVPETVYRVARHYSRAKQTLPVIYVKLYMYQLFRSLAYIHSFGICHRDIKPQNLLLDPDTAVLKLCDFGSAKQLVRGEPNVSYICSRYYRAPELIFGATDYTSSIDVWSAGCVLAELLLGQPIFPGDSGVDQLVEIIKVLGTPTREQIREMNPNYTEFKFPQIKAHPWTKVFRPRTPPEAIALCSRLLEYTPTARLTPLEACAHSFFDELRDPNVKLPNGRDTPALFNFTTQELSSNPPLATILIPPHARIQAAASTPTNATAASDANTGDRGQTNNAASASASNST
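Assay system: GST-fused GSK3beta enzyme, cell-free / Medium: Tris pH 7.5 buffer with MgCl2, DTT, BSA, heparin / Also added: peptide substrate plus 25 µM ATP (final) / Compound: 10 µM single point / Timing: kinase reaction with compound 60 min at room temperature / Detection: ADP-Glo luminescence / Benchmarks: DMSO neutral wells and GW8510 at 20 µM as positive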
Dyrk1A ADPGlo: inhibitors of rat Dyrk1A kinase | ADP-Glo luminescence, NFATc1 peptide | inhibition, % at 12.5 µM | hit rate 0.43% among 310,000; in the data active means inhibition above about 50%;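 further: plate controls were vehicle with enzyme for no effect and no enzyme for full effect; many of its hits are not listed in these tables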
HSF1 inhib: HSF1 inhibition. NIH3T3-HGL HSE-luciferase, MG132-induced, luminescence 8 h; active compounds read low. activity change, negative = inhibition, % at 7.5 µM (by protocol). hit rate 0.77% among 300,000;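 active means more than half of replicate wells show activity change below -50%, luminescence cut by over half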;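 further: luciferase reports HSF-1 transcriptional activity via heat shock element; 0% = median of DMSO wells and -100% = zero luminescence signal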
HDAC3 inhib: inhibitors of human histone deacetylase 3 | O15379 | recombinant HDAC3, fluorogenic peptide/trypsin coupled, fluorescence | inhibition, % at 8.3 µM | hit rate 0.15% among 320,000 | AID 2718; in the data active means inhibition above about 26%, passing the limit was not always enough
HSP90 refold inh: HSP90 refolding inhibition in rabbit reticulocyte lysate | luciferase refolding luminescence, 3 h | hit rate 0.91% among 290,000 | inhibition, % at 5.6 µM;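 active means inhibition above the screen-wide mean plus 3 SD, computed separately per campaign, cut at about 16% in these data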;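 further: 0% = DMSO wells and 100% = 60 µM geldanamycin wells; inhibitors lower the luminescence because luciferase stays unfolded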
AI-2 QS modul: modulators of Vibrio harveyi AI-2 quorum sensing system; Vibrio harveyi JMH597 AI-2 luminescence/OD600 ratio, 9 h; active compounds read low; strain lacks LuxN and CqsS sensors; 0 = neutral-control median; activity change, % at 7.5 µM; hit rate 0.4% among 300,000; in the data active means activity change below about -75%, passing the limit was not always enough;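 further: luminescence divided by OD600 gain over 9 h not by final OD600 alone; inactives centre near 13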
Platelet DG rel: modulates dense granule release in human platelets. inhibition, %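 (compounds screened at 7.5 µM in platelet-rich plasma)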. human platelet-rich plasma, SFLLRN dense granule ATP release, luminescence. AID 1663. hit rate 0.22% among 300,000;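 active means mean replicate score, as percent of positive control, at or above 50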
HSF1 activator: increases HSF-1 driven luciferase reporter signal; NIH3T3-HGL HSF-1 luciferase reporter, MG132, 8 h; 100% = twice DMSO control signal; activation, % at 9 µM; hit rate 1.7% among 300,000;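 active means mean replicate activation of at least 50% with a set share of replicates each reaching 50%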;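 further: 0% = median of the neutral control wells and 100% = twice that signal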
Starred values were filed as active, the others as inactive; i = inactive; · = no result given.

The opening five compounds as a preview:
SMILES	PolyA inhibitor	GSK3A inh	GSK3B inh	Dyrk1A ADPGlo	HSF1 inhib	HDAC3 inhib	HSP90 refold inh	AI-2 QS modul	Platelet DG rel	HSF1 activator
COc1cccc(NC(=S)N2CCC(NC(=O)c3ccco3)CC2)c1	i	-14	-4	-2	17	-1	1	26	-5	21
CSc1ccc(/C=C/C(=O)N2CCN(c3ccccn3)CC2)cc1	i	-3	-2	2	-3	1	-1	7	-3	6
CC1=C(C(=O)Nc2cccc(C(=O)NC(C)C)c2)SCCO1	i	-1	-1	·	6	0	-8	35	-2	2
COC(=O)c1c(NC(=O)c2ccccc2F)sc2c1C(C(=O)OC)CC2 (centres undefined)	i	-2	3	-5	-2	5	0	6	2	6
CCOC(=O)c1cc(S(=O)(=O)Nc2cccc(OC)c2)cn1C	i	2	-3	-5	8	-2	3	-5	2	-4

The list itself, repeating the preview:
SMILES	PolyA inhibitor	GSK3A inh	GSK3B inh	Dyrk1A ADPGlo	HSF1 inhib	HDAC3 inhib	HSP90 refold inh	AI-2 QS modul	Platelet DG rel	HSF1 activator
COc1cccc(NC(=S)N2CCC(NC(=O)c3ccco3)CC2)c1	i	-14	-4	-2	17	-1	1	26	-5	21
CSc1ccc(/C=C/C(=O)N2CCN(c3ccccn3)CC2)cc1	i	-3	-2	2	-3	1	-1	7	-3	6
CC1=C(C(=O)Nc2cccc(C(=O)NC(C)C)c2)SCCO1	i	-1	-1	·	6	0	-8	35	-2	2
COC(=O)c1c(NC(=O)c2ccccc2F)sc2c1C(C(=O)OC)CC2 (centres undefined)	i	-2	3	-5	-2	5	0	6	2	6
CCOC(=O)c1cc(S(=O)(=O)Nc2cccc(OC)c2)cn1C	i	2	-3	-5	8	-2	3	-5	2	-4
Cc1ccc(-n2c(N)c(C#N)c(-c3ccc(Cl)cc3)c(C#N)c2=O)cc1	i	0	-2	·	-9	0	2	-6	75*	-21
C=CCOc1ccccc1CN1CCC(C(=O)Nc2cccc(-c3ccn[nH]3)c2)CC1	i	-1	2	-5	2	-6	-1	14	-2	12
COc1cc(Nc2cccc[n+]2C)cc(OC)c1OC	i	-3	-1	4	2	1	-1	15	1	1
CC1=C(C(=O)OC(C)C)C(c2coc3ccccc3c2=O)C2=C(CCCC2=O)N1 (centres undefined)	·	-1	-2	-5	·	1	0	26	·	·
Cc1nc(C)n(CC(O)COc2ccc3c(c2)CCC3)n1 (centres undefined)	i	0	-3	3	-1	5	0	3	3	17
c1ccc(-c2ncc3c(ccc4ccccc43)n2)cc1	i	-4	2	-5	-8	-7	-1	13	-2	-18
CC(NC(=O)CN1CCc2ccccc21)c1ccccc1 (centres undefined)	i	0	-2	0	1	6	5	45	1	7
CN1CCC(OC(=O)c2ccc(Cl)cc2Cl)CC1	i	0	-1	2	-3	-6	-3	5	10	-9
CCC1CCc2sc(C(=O)N3CCCN(C)CC3)cc2C1 (centres undefined)	i	-4	-1	-3	2	4	0	3	-7	-25
CCOc1ccccc1/C=N/OCC(=O)NCc1ccc(F)cc1	i	-2	0	3	-4	-1	1	13	2	1
Cc1nc(SCC(=O)c2cc3ccccc3oc2=O)c(C#N)c(-c2cccs2)c1C(=O)Nc1ccccc1	i	-3	-2	1	-3	-4	2	1	2	-9
CC1CCN(C(=O)C2CCN(C(=O)c3ccc(C(C)(C)C)cc3)CC2)CC1	i	0	-2	-1	1	-4	-2	39	1	-13
CCOC(=O)C1CCN(c2cc(=O)n(C3CCCCC3)c(=O)[nH]2)CC1	i	-1	-1	-6	2	-1	2	0	-6	-1
Cn1c(=O)c(-c2ccccc2)nn2c3ccccc3nc12	i	2	-1	2	-6	6	3	10	-12	-13
Cc1ccc(C(=O)N2c3ccccc3N(Cc3ccccc3)C(=O)C2(C)C)cc1	i	7	-7	7	0	1	6	7	8	-10
COc1cccc(NC(=O)C2CCCN(S(=O)(=O)c3cccc4cccnc34)C2)c1 (centres undefined)	i	·	2	15	4	3	3	9	23	3
Cc1ccc(NC(=O)c2ccc(NC(=O)C3CCCCC3C(=O)O)cc2)cc1 (centres undefined)	i	-1	0	5	-3	3	1	17	4	-8
O=C(CSc1nncs1)NC(=O)NCc1ccccc1	i	-2	2	-2	5	-1	-1	-49	-6	-10
O=C(Nc1ccccc1C(F)(F)F)c1ccc(F)c(S(=O)(=O)N2CCOCC2)c1	i	1	2	·	-7	0	-2	23	1	-8
COc1cccc(N2C(=O)C(CC(=O)Nc3ccccc3)N(C3CCCCC3)C2=O)c1 (centres undefined)	i	1	-3	-1	-5	-1	0	18	3	7
O=C(CC1C(=O)N(Cc2ccccc2)C(=S)N1CCN1CCOCC1)Nc1ccc(F)cc1 (centres undefined)	i	-2	6	-1	20	3	1	7	-2	61*
CCCCn1c(-c2ccncc2)nc2c1c(=O)[nH]c(=O)n2CC(C)C	i	·	-4	11	-6	3	3	28	1	6
Cc1nc2c(C(=O)N3CCOCC3)cnn2c(C)c1Cc1cccc(Cl)c1	·	2	1	·	1	-10	2	0	-19	14
Cn1c(=O)n(CC#N)c2ccccc21	i	6	-4	1	-9	3	3	-1	-3	-3
Cc1ccc(Cl)cc1NC(=O)C1CCN(S(C)(=O)=O)CC1	i	0	-4	-4	-5	6	-1	11	1	2
COCCOC(=O)c1[nH]c2c(c1C)C(=O)CC(c1ccc(N(C)C)cc1)C2 (centres undefined)	i	2	0	3	22	2	-4	0	3	46
CCCCN(C(=O)c1ccc(OC(F)(F)F)cc1)c1c(N)n(CCC)c(=O)[nH]c1=O	i	-2	-6	·	-2	0	2	-5	6	-9
COc1ccc(-c2[nH]ncc2CN2CCC(N3CCSCC3)CC2)c(F)c1	i	-1	2	-3	-2	1	-3	23	6	4
CCCCn1c(N)c(N(CC(C)C)C(=O)CCNC(=O)c2ccc(Br)cc2)c(=O)[nH]c1=O	i	0	·	10	3	-1	·	·	-3	-2
CCN(CC)c1ccc(/C=N/n2c(-c3ccccc3Br)n[nH]c2=S)cc1	·	1	1	10	-1	8	10	43	24	-7
Cc1cc(S(=O)(=O)N2CCOCC2)ccc1OCC(=O)Nc1ccccc1C(F)(F)F	i	-1	-1	-4	-2	0	3	14	-9	-22
COc1ccc(Cn2c(CCC(=O)Nc3ccc(C)c(C)c3)nc3cccnc32)cc1	i	-1	0	0	-2	10	-1	32	1	18
O=C(COc1ccc(F)cc1)N(Cc1cccs1)C1CCS(=O)(=O)C1 (centres undefined)	i	1	2	5	0	-6	0	13	0	4
CCCN(CC#CC(O)(c1ccccc1)c1cccnc1)CCC (centres undefined)	i	1	-1	-6	2	-1	0	45	-7	9
CCOC(=O)c1c(NC(=O)Cn2cnc([N+](=O)[O-])n2)sc2c1CCCC2	i	-1	1	0	3	6	-6	-4	7	10
Cc1cccc(C(=O)NNC(=O)c2ccc(Br)cc2)c1	i	1	3	2	-3	1	1	-2	-5	-12
COc1ccc(N(CC(=O)Nc2ccc(S(=O)(=O)N3CCOCC3)cc2)S(=O)(=O)c2ccc(F)cc2)cc1	i	-2	0	-2	1	3	0	6	-4	8
O=[N+]([O-])c1ccc(S(=O)(=O)N2CCN(Cc3c[nH]c4ccccc34)CC2)cc1	i	·	1	0	6	3	4	32	-6	-6
CC1CCC(NC(=O)COC(=O)C2CC3CCCC(C2)C3=O)CC1 (centres undefined)	i	0	2	-4	2	3	·	10	-8	-1
COc1cccc(C(C(=O)NC2CCCC2)N(C(=O)c2ccco2)c2ccc(-n3cnnn3)c(C)c2)c1OC (centres undefined)	i	1	-3	6	11	2	-3	3	8	-2
CCOc1ccc(-n2nc3ccc(NC(=O)CC)cc3n2)cc1	i	-1	-1	-3	5	-12	1	18	0	28
CCOc1cccc2cc(C(=O)Nc3nccs3)c(=O)oc12	i	2	1	-10	4	8	-1	10	11	6
O=S(=O)(Nc1ncccn1)c1ccc(NC(=S)Nc2ccc(Cl)cc2)cc1	i	0	-4	20	20	5	2	-1	-9	56*
O=C(NC1CCCC1)C1CCN(S(=O)(=O)N2CCCCC2)CC1	i	-1	4	2	0	-8	1	29	1	-6
O=C1CCC(C(=O)N2CCCCO2)CN1CCc1ccc(Cl)cc1 (centres undefined)	i	3	4	·	4	1	3	2	7	3
Cc1ccc2nsnc2c1S(=O)(=O)N1CCCC1C(=O)O (centres undefined)	i	-2	0	-1	1	-3	-2	33	-3	33
COC(=O)C1(C)Cc2cc(OC(C)=O)c(OC(C)=O)cc2N1 (centres undefined)	i	0	1	·	-7	0	5	7	4	-5
C=C(C)Cn1c(=O)c(NC(=O)c2ccccc2)c2n(c1=S)CCC2	i	0	-1	-3	3	-6	1	26	3	6
O=C(NCCCn1ncc2ccccc21)c1cc(COc2c(F)cccc2F)on1	i	-2	-3	-1	-1	12	0	13	-4	11
Clc1ccc(-c2n[nH]c3c2Cc2ccccc2-3)cc1Cl	i	14	5	·	14	5	-4	7	1	17
CCOc1ccc(NC(=O)Cn2nnc(C(=O)NCc3ccccc3OC)c2N)cc1	i	1	0	14	6	5	0	15	9	0
CC(=O)Nc1ccc(N2CCCC(C)C2)c([N+](=O)[O-])c1 (centres undefined)	i	6	1	2	5	-1	2	11	0	7
COc1ccc(-c2csc(NC(=O)Cc3cccc4ccccc34)c2C(=O)O)cc1	i	·	0	·	-1	·	0	18	-12	-2
Cc1ccc(-c2nnc(SCC(=O)N(CC(C)C)c3c(N)n(Cc4ccccc4)c(=O)[nH]c3=O)n2N)cc1	i	2	0	9	-2	3	-1	32	-4	0
COC(=O)N/N=C/c1cn(Cc2ccc(Cl)cc2Cl)c2ccccc12	i	2	2	0	10	-3	7	18	-44	7

Following part:
SMILES	PolyA inhibitor	GSK3A inh	GSK3B inh	Dyrk1A ADPGlo	HSF1 inhib	HDAC3 inhib	HSP90 refold inh	AI-2 QS modul	Platelet DG rel	HSF1 activator
CC(C)N1C(=O)S/C(=C/c2ccc3c(c2)n(C)c(=O)n3C)C1=O	i	-1	-3	-1	17	2	-1	30	5	32
CCCC1CCC(c2ccc(C(=O)NN)cc2)CC1 (centres undefined)	i	-3	1	-5	-1	7	4	6	-9	-18
O=C(O)CSc1cnc2ccccc2n1	·	-4	-1	5	-12	0	0	39	-4	-7
COc1ccc(C(C#N)c2cnccn2)cc1OC (centres undefined)	i	1	2	13	-4	0	·	24	-1	-4
Cc1nc(NC(=O)c2ccccc2)nc2cc3c(cc12)OCO3	i	-3	1	3	9	-4	1	19	-9	-1
CC1(C(=O)NC2CCCCCCC2)CCC(=O)N1Cc1cccs1 (centres undefined)	i	-1	3	-10	-6	3	-4	21	3	-6
COc1ccc(CNC(=O)/C=C/c2ccc(S(=O)(=O)N3CCOCC3)cc2)cc1	i	0	1	-4	2	3	2	14	-1	8
CCN(CC(=O)NC(C)(C)C)C(=O)c1ccc2c(c1)S(=O)(=O)c1ccccc1C2=O	i	-1	2	·	·	-4	0	28	-3	·
COC(=O)C1=C(C)N=c2s/c(=C/c3ccoc3)c(=O)n2C1c1ccccc1 (centres undefined)	i	·	-6	-2	8	0	-2	30	7	20
COc1cccc(NC(=S)NC2CC3CCCC(C2)N3CC(C)C)c1 (centres undefined)	i	6	0	3	9	4	-3	6	2	4

Not all compounds are listed; the hit share may differ from the screen's.
